Screening data as filed in PubChem.
PolyA inh: blocks polyadenylation in yeast reporter cells | 300,000 compounds, 0.02% hits | S. cerevisiae SKY197-pL101 polyadenylation reporter, beta-gal luminescence; efflux-impaired pdr1/pdr3 knockout yeast; score 100 = 6 SD above DMSO | calls only at 12 µM;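 active means lowest replicate activity score at least 50, where 100 means six control SD above control mean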;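 further: yeast exposed to compound for 9 h at 30 °C; higher score means more reporter readthrough which indicates perturbed polyadenylation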
HSP90 inh: HSP90 refolding inhibition in rabbit reticulocyte lysate; luciferase refolding luminescence, 3 h; inhibition, % at 5.6 µM; 290,000 compounds, 0.91% hits;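 active means inhibition above the screen-wide mean plus 3 SD, computed separately per campaign, cut at about 16% in these data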;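 further: 0% = DMSO wells and 100% = 60 µM geldanamycin wells; inhibitors lower the luminescence because luciferase stays unfolded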
HSF1 activator: increases HSF-1 driven luciferase reporter signal | 300,000 compounds, 1.7% hits | NIH3T3-HGL HSF-1 luciferase reporter, MG132, 8 h; 100% = twice DMSO control signal | activation, % at 9 µM;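 active means mean replicate activation of at least 50% with a set share of replicates each reaching 50%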;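 further: 0% = median of the neutral control wells and 100% = twice that signal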
HSF1 inh: HSF1 inhibition; AID 2098; NIH3T3-HGL HSE-luciferase, MG132-induced, luminescence 8 h; stronger effect = lower value; 300,000 compounds, 0.77% hits; activity change, negative = inhibition, % at 7.5 µM (by protocol);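 active means more than half of replicate wells show activity change below -50%, luminescence cut by over half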;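 further: luciferase reports HSF-1 transcriptional activity via heat shock element; 0% = median of DMSO wells and -100% = zero luminescence signal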
IEC-6 tox: kills IEC-6 intestinal cells in KLF5 counter-screen; IEC-6 cytotoxicity, luminescence viability; inhibition, % at 5 µM; 290,000 compounds, 0.78% hits; AID 1825; in the data active means inhibition above about 22%;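 further: 0% = plate median of test compound wells and 100% = cytotoxic reference compound wells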
KLF5 inh: inhibitors of KLF5 expression | DLD-1 KLF5 promoter-luciferase reporter, luminescence | inhibition, % at 5 µM | 290,000 compounds, 0.23% hits;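 active means inhibition above a per-plate limit of that plate's mean compound inhibition plus 3 SD, cut at about 60% in these data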;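 further: 0% = DMSO wells and 100% = LY294002 at 200 µM; higher means less KLF5 promoter-driven luciferase light; inactives centre near -14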
aSyn 5UTR inh: MLPCN primary screen, SNCA 5' untranslated region | alpha-synuclein 5'UTR reporter, inhibitor activity | inhibition, % (tested at 7.5 µM) | 300,000 compounds, 0.82% hits; in the data active means inhibition above about 60%;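 further: H4 neuroglioblastoma cells stably carrying SNCA 5'UTR luciferase fusion; 0% = DMSO wells and 100% = positive control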
GSK3beta inhib: human GSK3beta kinase inhibition | GST-GSK3beta kinase, ADP-Glo luminescence, 60 min; stronger effect = lower value | activity score (negative = inhibition), % at 10 µM | 300,000 compounds, 0.038% hits | AID 2097;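 active means more than half of replicate wells score below -50%, meaning over 50% inhibition versus plate controls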;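 further: 0% = median DMSO wells and -100% = median GW8510 positive control wells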
Target sequence (P49841 whole entry, looked up): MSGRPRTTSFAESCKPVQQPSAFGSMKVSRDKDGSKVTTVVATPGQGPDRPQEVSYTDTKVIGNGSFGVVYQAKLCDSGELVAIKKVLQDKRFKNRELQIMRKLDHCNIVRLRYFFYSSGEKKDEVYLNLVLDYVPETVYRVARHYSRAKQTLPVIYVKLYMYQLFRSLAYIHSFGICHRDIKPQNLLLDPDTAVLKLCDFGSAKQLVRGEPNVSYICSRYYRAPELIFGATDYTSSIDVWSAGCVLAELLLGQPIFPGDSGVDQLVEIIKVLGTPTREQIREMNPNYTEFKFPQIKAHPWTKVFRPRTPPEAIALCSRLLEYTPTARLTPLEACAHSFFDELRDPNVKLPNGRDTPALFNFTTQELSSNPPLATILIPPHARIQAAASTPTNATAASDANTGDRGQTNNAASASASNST
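Test system – GST-tagged human GSK3beta kinase, cell-free · Incubation – 60 min enzyme reaction, room temperature · Signal – ADP-Glo luminescence · Also added – peptide substrate and ATP at 25 µM · Controls – DMSO neutral wells and GW8510 at 20 µM as positive · Buffer or medium – Tris/MgCl2 kinase buffer · Measure – Luminescence-derived activity versus plate DMSO and GW8510 wells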
AI-2 QS mod: modulators of Vibrio harveyi AI-2 quorum sensing system; Vibrio harveyi JMH597 AI-2 luminescence/OD600 ratio, 9 h; stronger effect = lower value; strain lacks LuxN and CqsS sensors; 0 = neutral-control median; activity change, % at 7.5 µM; 300,000 compounds, 0.4% hits; in the data active means activity change below about -75%, passing the limit was not always enough;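 further: luminescence divided by OD600 gain over 9 h not by final OD600 alone; inactives centre near 13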
GSK3A inh: blocks human GSK-3 alpha kinase; P49840; inhibition, % at 10 µM; AID 2650; ADP-Glo luminescence, 60 min; 320,000 compounds, 0.1% hits;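 in the data active means inhibition above about 50%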;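 further: GST-tagged GSK-3 alpha with peptide substrate and 25 µM ATP; 0% = DMSO neutral wells and 100% = GW8510 positive control wells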
Target sequence (P49840 whole entry, looked up): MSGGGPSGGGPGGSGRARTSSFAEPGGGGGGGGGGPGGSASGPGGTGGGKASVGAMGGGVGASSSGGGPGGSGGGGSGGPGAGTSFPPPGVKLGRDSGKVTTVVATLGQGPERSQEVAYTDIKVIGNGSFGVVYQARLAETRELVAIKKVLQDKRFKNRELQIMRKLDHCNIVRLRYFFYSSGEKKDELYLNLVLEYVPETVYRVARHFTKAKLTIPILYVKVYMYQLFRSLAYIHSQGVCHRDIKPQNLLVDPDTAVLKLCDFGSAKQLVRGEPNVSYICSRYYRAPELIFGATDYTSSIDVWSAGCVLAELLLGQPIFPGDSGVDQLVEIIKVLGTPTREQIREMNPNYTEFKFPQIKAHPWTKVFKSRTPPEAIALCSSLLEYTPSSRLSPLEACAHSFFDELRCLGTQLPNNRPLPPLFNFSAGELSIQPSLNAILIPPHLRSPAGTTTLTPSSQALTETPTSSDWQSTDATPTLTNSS
Starred values were filed as active, the others as inactive; i = inactive; x = no result given.

No.	SMILES	KLF5 inh	AI-2 QS mod	aSyn 5UTR inh	GSK3A inh	HSP90 inh	PolyA inh	GSK3beta inhib	HSF1 activator	HSF1 inh	IEC-6 tox
1	COc1ccc(OC)c(/C=C/C(=O)OCC(=O)Nc2cccc(Oc3ccccc3)c2)c1	-16	20	-13	0	-7	i	-1	21	4	-6
2	Fc1ccc(Nc2ccnc(Nc3ccc(F)cc3)n2)cc1	-87	7	-93	2	-2	i	0	72*	32	7
3	CC(C)CNC(=S)NNC(=O)c1ccccc1OC(F)F	-66	-4	15	-1	0	i	-3	-11	2	-2
4	C[C@@H]1CCC[C@@]2(O[C@H](CCO)C[C@H](O)[C@H]2O)O1	x	4	6	5	x	i	0	-7	-9	x
5	CC(=O)Nc1sc2c(c1C(c1cccc(Cl)c1)N1CCN(CCO)CC1)CCCC2 (stereo unspecified)	-8	32	-10	x	0	i	0	30	14	0
6	CCOc1cc(N2CCOCC2)c(OCC)cc1NC(=O)COc1ncnc2ccc(Br)cc12	-9	8	-2	-2	-2	i	1	11	4	10
7	COc1ccc2c(c1)c1nnc(SCC(=O)N3CCCCC3C)nc1n2C (stereo unspecified)	-13	32	-27	x	-1	x	2	-16	2	3
8	NNc1nc(-c2ccccc2)c2ccccc2n1	4	24	2	-1	3	i	0	2	0	3
9	Cc1noc(C)c1C(=O)N1CCCC(C(=O)c2cccc(OC(C)C)c2)C1 (stereo unspecified)	-30	8	-7	-1	6	i	-1	-7	1	1
10	CS(=O)(=O)N(CC(N)=O)c1ccc2c(c1)OCO2	11	24	8	-1	0	i	2	12	1	0
11	Cc1ccc(CNC(=O)C2CCC(=O)N2C(C)C)cc1 (stereo unspecified)	-17	-4	-3	-2	-3	i	1	-15	-2	-2
12	CCOC(=O)CSc1nnc(C)c(C)n1	x	27	11	-6	x	i	1	-9	-3	x
13	Cc1cccc(-c2cc3nc(-c4ccccc4)cc(N4CCC5(CC4)OCCO5)n3n2)c1	-34	40	-9	-4	5	i	-2	6	4	-4
14	COc1nccnc1NS(=O)(=O)c1ccc(NC(=O)c2cccc(C)c2)cc1	-27	14	8	0	-1	i	4	-6	5	0
15	COC(=O)c1[nH]c2cccc(OC)c2c1NC(=O)CCN1CCN(c2ccccc2F)CC1	-24	13	27	x	-3	i	-1	3	-2	-8
16	CCC(C)SCc1nc2ccccc2[nH]1 (stereo unspecified)	-32	10	-15	-1	-3	i	0	18	11	3
17	Cc1ccc(C(=O)CC2(O)C(=O)N(C)c3ccccc32)s1 (stereo unspecified)	-31	-1	-17	0	-2	i	-1	1	11	-2
18	O=C(CS(=O)(=O)c1ccccc1)N1CCc2ccccc21	-112	23	-107	-4	-2	i	1	46	12	0
19	Cc1sc2c(c1C)c(=O)nc1n2Cc2ccccc2-1	-5	11	-29	x	7	i	2	1	-5	4
20	COc1ccccc1N1CCN(CC(=O)N2N=CCC2c2ccccc2)CC1 (stereo unspecified)	-17	26	-7	-1	-5	i	-2	3	-6	-4

In a second layout: results already given
#12 CCOC(=O)CSc1nnc(C)c(C)n1
  KLF5 inh: x | AI-2 QS mod: 27 | aSyn 5UTR inh: 11 | GSK3A inh: -6 | HSP90 inh: x | PolyA inh: i | GSK3beta inhib: 1 | HSF1 activator: -9 | HSF1 inh: -3 | IEC-6 tox: x

#13 Cc1cccc(-c2cc3nc(-c4ccccc4)cc(N4CCC5(CC4)OCCO5)n3n2)c1
  KLF5 inh: -34 | AI-2 QS mod: 40 | aSyn 5UTR inh: -9 | GSK3A inh: -4 | HSP90 inh: 5 | PolyA inh: i | GSK3beta inhib: -2 | HSF1 activator: 6 | HSF1 inh: 4 | IEC-6 tox: -4

#14 COc1nccnc1NS(=O)(=O)c1ccc(NC(=O)c2cccc(C)c2)cc1
  KLF5 inh: -27 | AI-2 QS mod: 14 | aSyn 5UTR inh: 8 | GSK3A inh: 0 | HSP90 inh: -1 | PolyA inh: i | GSK3beta inhib: 4 | HSF1 activator: -6 | HSF1 inh: 5 | IEC-6 tox: 0

#15 COC(=O)c1[nH]c2cccc(OC)c2c1NC(=O)CCN1CCN(c2ccccc2F)CC1
  KLF5 inh: -24 | AI-2 QS mod: 13 | aSyn 5UTR inh: 27 | GSK3A inh: x | HSP90 inh: -3 | PolyA inh: i | GSK3beta inhib: -1 | HSF1 activator: 3 | HSF1 inh: -2 | IEC-6 tox: -8

Continued.
No.	SMILES	KLF5 inh	AI-2 QS mod	aSyn 5UTR inh	GSK3A inh	HSP90 inh	PolyA inh	GSK3beta inhib	HSF1 activator	HSF1 inh	IEC-6 tox
21	O=C(CN1C(=O)C2(OCCO2)c2cc(Br)ccc21)NO	x	4	-13	-2	x	i	-2	-11	-5	x
22	O=C(NCc1ccccc1)C1=C[C@H](c2csc3ccccc23)C[C@H](OCc2ccc(CO)cc2)O1	x	37	18	1	x	i	4	-35	-28	x
23	Cc1ccc(-n2nc3c4c(cccc4c2=O)-c2ccccc2-3)cc1	1	45	-3	-1	1	i	2	1	-16	5
24	CCO[C@H]1OC(C(=O)N2CCN(Cc3ccc4c(c3)OCO4)CC2)=C[C@@H](c2ccccc2)[C@@H]1CCCO	-20	3	2	x	8	i	-2	-1	-7	-2
25	CCCc1cc(=O)oc2cc(OC(C)C(=O)NC3CC(C)(C)NC(C)(C)C3)ccc12 (stereo unspecified)	-15	29	17	-2	-4	i	1	3	-1	-7
26	N#C/C(=C\c1cn[nH]c1-c1ccccc1Br)C(=O)O	-19	25	-8	5	-2	i	-1	7	-7	0
27	CCOC(=O)CSc1nnc(NC(=O)c2ccc3c(c2)OCO3)s1	10	14	14	-2	10	i	0	-25	-17	-1
28	Cc1ccccc1CC(=O)N1CCCC1	-29	-1	-1	-2	4	i	2	4	-4	0
29	Cc1ccccc1NC(=S)NNC(=O)c1cccnc1	-20	-9	9	-2	-4	i	-1	-23	-15	-4
30	CCOC(=O)c1[nH]c(=O)[nH]c1COC(=O)c1cc2ccccc2o1	9	74	9	-2	1	i	-1	-4	0	-2
31	O=C(c1cc([N+](=O)[O-])ccc1N1CCCCC1)N1CCCC1	-4	-10	-14	-1	-2	i	-4	7	-1	0
32	CCCNC1CCS(=O)(=O)C1 (stereo unspecified)	-19	19	10	-2	2	i	-4	6	-6	-2
33	CC1CCCCN1Cc1c(O)ccc2c(=O)c(-c3ccc(Cl)cc3)coc12 (stereo unspecified)	-46	-2	-68	0	0	i	1	-5	3	0
34	N#Cc1ccc(CNc2cnccn2)cc1	-16	12	13	0	0	i	0	5	9	2
35	CCOc1cc(C2C3=C(CC(C)(C)CC3=O)OC3=C2C(=O)CC(C)(C)C3)cc([N+](=O)[O-])c1O	-11	-11	35	-2	4	i	6	6	4	-2
36	O=C(COc1ccccc1Br)NCc1ccco1	-8	1	-60	-3	0	i	0	-2	5	8
37	O=C1COc2ccc(-c3csc(NCCc4ccccc4)n3)cc2N1	-22	9	-5	-2	4	i	-5	-8	-2	-5
38	O=C(Nc1cccc(-c2cn3ccsc3n2)c1)c1ccccc1	-7	7	-17	0	4	i	0	11	3	7
39	O=C(N/N=C/c1ccc(O)c(O)c1)C1c2ccccc2Oc2ccccc21	-9	11	-30	-1	0	i	-1	0	-5	-3
40	Cc1cc(C)cc(NS(=O)(=O)c2ccc(NC(=S)Nc3ccccc3)cc2)c1	-10	12	-40	2	-4	i	-1	13	10	-3
41	O=C1c2ccccc2-c2c1nc1c([n+]2[O-])CCCC1	-36	12	-97	1	1	i	2	22	-3	4
42	Cc1ccc(S(=O)(=O)NCCc2cc3ccc(C)c(C)c3[nH]c2=O)cc1	11	-2	20	-1	5	i	-14	-18	-6	10
43	COc1cc2c(cc1NC(=O)Cn1cnc3c1c(=O)n(C)c(=O)n3C)oc1ccccc12	4	18	14	x	5	i	-2	x	x	1
44	O=C(O)C1CC=CCC1C(=O)NCc1cn2ccccc2n1 (stereo unspecified)	14	22	-14	-1	2	i	2	-13	-8	5
45	COc1ccc(OCCCC(=O)Nc2nncs2)cc1	-12	38	15	-2	0	i	0	8	-3	-3
46	O=C(/C=C/c1ccc(Br)cc1)NCc1cccs1	22	-31	-37	0	-1	i	-2	46	16	-1
47	CCS(=O)(=O)N1CCC(NC(C)=O)(c2ccccc2)CC1	-3	13	-12	1	-2	i	2	-6	-4	-4
48	CC#CC[N+](C)(C)CCCCCC	-42	x	3	-4	3	i	-19	26	-10	2
49	COc1ccccc1CCCNC(=O)C1CCC(=O)N(CCc2ccc(Cl)cc2)C1 (stereo unspecified)	-6	8	21	-2	-2	i	-3	38	13	7
50	COc1ccc(N=C2NC(=O)S/C2=C\c2ccc(N(C)C)cc2)cc1	-25	17	-48	-3	0	i	-2	28	15	-3
51	CC(=O)N1CCCc2cc(S(=O)(=O)CCC(=O)Nc3cccc(C)c3C)ccc21	20	x	0	-1	-4	i	-22	17	-1	0
52	COc1cc(Cn2c(C(=O)O)cc3sccc32)cc(OC)c1OC	-15	25	19	x	0	i	-1	6	1	-6
53	O=C(CCCc1c[nH]c2ccccc12)N1CCN(S(=O)(=O)c2cccs2)CC1	-14	5	3	0	0	i	0	8	3	0

The list is partial, so the mix of outcomes need not match the whole.
